Screens (PubChem)
uPA generation = qHTS for Inhibitors of Cell Surface uPA Generation; cell surface uPA generation assay, qHTS; Potency, µM (series often up to 38.3 µM), inactives show at the highest dose activity change, negative = inhibition, usual class: inhibitors; 0.31% of 330,000 active; AID 540303, 2011; active means well fitted inhibition curve with a large enough effect; inconclusive means small, poorly fitted or top-dose-only effect; inactive means no such curve, though single readings can be large or run the other way; tested in mouse RAW 264.7 cells; further: potency means the concentration at half of the fitted maximal effect; on the % scale 0 is the no-effect control and ±100 the full control effect; nearly all actives have a fitted effect of over 55% in size
Coupling enz = qHTS Assay for Inhibitors of Fructose-1,6-bisphosphate Aldolase from Giardia Lamblia: Coupling assay counterscreen; coupling enzyme system counterscreen, AmpLite Red fluorescence; activity change, negative = inhibition, % at 58.2 µM, hits read low; 0.67% of 290,000 active; AID 2472, 2010; in the data active means activity change below about -30%; further: on the % scale 0 is the no-effect control and ±100 the full control effect
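Compounds tested against the coupling enzymes alone at 57.5 uM final; readout was AmpLite Red fluorescence (525/598 nm) after 20 min at RT.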
Rab9 promoter act = qHTS Assay for Rab9 Promoter Activators. Huh7 Rab9 promoter-luciferase reporter, luminescence, 24 h. Potency, µM (highest dose often 9.22 µM), for inactives: at the top dose activation, negative = inhibition, actives largely listed as activators. AID 485297, 2010. 2.8% of 320,000 active; further: potency means the concentration at half of the fitted maximal effect; % of control where 0% means no effect; nearly all actives have a fitted effect of over 60% in size
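Steps: seed 1500 Huh7 Rab9-luc cells per well, rest 2 h at 37 °C; add compound in DMSO; incubate 24 h; add luciferase reagent, 10 min ambient; read luminescence.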
Tb PFK block = qHTS Assay to Find Inhibitors of T. brucei phosphofructokinase. ATP-dependent 6-phosphofructokinase (Trypanosoma brucei brucei), O15648. T. brucei PFK, ADP-Glo luminescence. Potency, µM (titrated, usually from 57.5 µM), for the others: at the highest dose activity, negative = inhibition, actives largely listed as inhibitors. 0.17% of 330,000 active. AID 485367, 2010;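 further: potency means the concentration at half of the fitted maximal effect; 0% = uninhibited 1x PFK enzyme wells and -100% = no-enzyme wells; nearly all actives have a fitted effect of over 60% in size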
Target sequence (O15648 whole entry, looked up): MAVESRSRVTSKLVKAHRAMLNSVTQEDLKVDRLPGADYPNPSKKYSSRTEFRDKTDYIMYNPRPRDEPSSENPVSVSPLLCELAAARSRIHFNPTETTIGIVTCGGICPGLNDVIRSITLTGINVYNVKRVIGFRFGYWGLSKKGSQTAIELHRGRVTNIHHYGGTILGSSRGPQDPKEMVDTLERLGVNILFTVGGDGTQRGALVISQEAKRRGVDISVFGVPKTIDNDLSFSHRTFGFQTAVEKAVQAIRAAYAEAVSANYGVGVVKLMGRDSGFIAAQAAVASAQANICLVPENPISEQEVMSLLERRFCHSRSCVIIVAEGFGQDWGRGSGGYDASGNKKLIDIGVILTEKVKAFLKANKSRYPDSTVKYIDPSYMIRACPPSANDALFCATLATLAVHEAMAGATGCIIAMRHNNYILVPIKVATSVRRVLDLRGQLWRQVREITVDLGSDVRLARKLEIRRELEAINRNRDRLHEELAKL
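Luminescent ADP detection (ADP-Glo, two-step: ATP depletion then ADP-to-ATP conversion for luciferase) reported PFK activity after 45 min room-temperature reaction of 1.25 nM enzyme with 0.5 mM F6P and 0.1 mM ATP at pH 8.0.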
ELG1 genotox = qHTS screen for small molecules that induce genotoxicity in human embryonic kidney (HEK293T) cells expressing luciferase-tagged ELG1; AID 504466, 2011; Potency, µM (top dose mostly 46 µM), inactives show top-dose activity change, positive = activation, most hits filed as activators; HEK293T ELG1-luciferase reporter, luminescence, 16 h; 1.3% of 330,000 active; further: potency means the concentration at half of the fitted maximal effect; % of control where 0% means no effect; nearly all actives have a fitted effect of over 60% in size
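Step 1: seed 2,000 HEK293T ELG1-luciferase cells per well. Step 2: add compound or DMSO, incubate 16 hr at 37 °C. Step 3: ONE-Glo, 30 min at room temperature, read luminescence.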
NPC1 promoter act = qHTS Assay for NPC1 Promoter Activators; Potency, µM (top dose mostly 9.22 µM), for the others: top-dose activation, actives largely listed as activators; 2.4% of 320,000 active; Huh7 NPC1 promoter luciferase reporter, 24 h; AID 485313, 2010;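 further: potency means the concentration at half of the fitted maximal effect; % of control where 0% means no effect; nearly all actives have a fitted effect of over 60% in size; reporter is driven by a mutant NPC1 promoter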
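Luminescence read-out of NPC1 promoter-driven luciferase in stably transfected Huh7 cells; compounds delivered in DMSO and left 24 h at 37C, 5% CO2, qHTS titration format.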
KCNH2 3.1 block = qHTS for Inhibitors of KCHN2 3.1: Mutant qHTS. activity change, % (tested at about 1.8 µM). 0.95% of 340,000 active. U2OS KCNH2 3.1, thallium flux FluxOr; hits give low values;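 active means maximum activity change below -70%; inconclusive means maximum activity change from -70% to -50%; inactive means maximum activity change above -50%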;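 further: thallium influx rate constant from kinetic fluorescence after stimulation buffer; on the % scale 0 is the no-effect control and ±100 the full control effect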
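Normalized rate constant (relative to positive and negative DMSO controls) derived from a 2 min kinetic fluorescence read after stimulation; U2OS cells expressing the 3.1 isoform via virus at 1.77 x 10^8 /mL.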
FLuc modulator = qHTS profiling assay for firefly luciferase inhibitor/activator using purifed enzyme and Km concentrations of substrates (counterscreen for miR-21 project) | 6.9% of 360,000 active | Potency, µM (titrated, usually from 57.5 µM), for the others: top-dose activity change, negative = inhibition, actives largely listed as inhibitors | Luciferin 4-monooxygenase (Photinus pyralis), P08659 | purified FLuc, Km substrates, luminescence inhibition;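 further: potency means the concentration at half of the fitted maximal effect; plate controls were vehicle for no effect and reference inhibitor for full effect; nearly all actives have a fitted effect of over 55% in size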
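Purified P. pyralis luciferase, 10 nM final, with Km-level 10 uM D-luciferin and 10 uM ATP in 50 mM Tris acetate pH 7.5, 10 mM Mg acetate, 0.01% Tween-20, 0.05% BSA; 6-point qHTS titration about 60 µM downward; luminescence read.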
Gal4-VP16 FLuc = VP16 counterscreen qHTS for inhibitors of ROR gamma transcriptional activity; Drosophila S2 Gal4-VP16 UAS-luciferase, luminescence, 20 h; 3.5% of 310,000 active; Potency, µM (top dose mostly 53.6 µM), for inactives: at the highest dose activity, negative = inhibition, hits mostly inhibitors;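 further: Gal4-VP16 expression switched on by copper sulfate through the metallothionein promoter; potency means the concentration at half of the fitted maximal effect; on the % scale 0 is the no-effect control and ±100 the full control effect; nearly all actives have a fitted effect of over 50% in size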
Giardia kill = Small Molecules that selectively kill Giardia lamblia: qHTS; 0.15% of 340,000 active; Giardia lamblia trophozoite viability; activity change, % at 7.66 µM, hits read low; in the data active means activity change below about -80%; inconclusive means between about -30% and that limit;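 further: parasites exposed to compound for two days anaerobically before the ATP read; on the % scale 0 is the no-effect control and ±100 the full control effect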
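Giardia trophozoites, 100 cells per well, were exposed to compounds for 48 hrs at 37 deg C under anaerobic conditions; viability was then read as ATP content by bioluminescence after 15-30 min at room temperature.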
RORg inh = qHTS for inhibitors of ROR gamma transcriptional activity. Nuclear receptor ROR-gamma (Mus musculus), P51450. Potency, µM (doses to about 53.6 µM), inactives show at the highest dose activity change, negative = inhibition, usual class: inhibitors. 5.4% of 310,000 active. Drosophila S2 Gal4-RORgamma UAS-luciferase reporter, 20 h; further: potency means the concentration at half of the fitted maximal effect; on the % scale 0 is the no-effect control and ±100 the full control effect; nearly all actives have a fitted effect of over 60% in size
Target sequence (P51450 whole entry, looked up, the tested form may be a part): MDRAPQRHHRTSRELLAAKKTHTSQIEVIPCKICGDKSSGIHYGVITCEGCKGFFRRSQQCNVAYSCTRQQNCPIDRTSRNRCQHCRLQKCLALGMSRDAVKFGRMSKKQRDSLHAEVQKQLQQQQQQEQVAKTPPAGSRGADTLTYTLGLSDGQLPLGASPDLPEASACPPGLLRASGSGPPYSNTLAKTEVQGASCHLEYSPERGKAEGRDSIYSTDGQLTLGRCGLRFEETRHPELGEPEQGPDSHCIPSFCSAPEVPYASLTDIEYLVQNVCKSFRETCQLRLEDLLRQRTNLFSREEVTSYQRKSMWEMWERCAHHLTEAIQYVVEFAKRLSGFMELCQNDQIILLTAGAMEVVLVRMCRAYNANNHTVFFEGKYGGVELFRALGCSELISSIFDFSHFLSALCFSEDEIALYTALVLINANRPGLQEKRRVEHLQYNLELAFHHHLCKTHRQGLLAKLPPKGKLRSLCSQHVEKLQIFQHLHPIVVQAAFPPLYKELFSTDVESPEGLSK
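Stable Schneider cell line, Gal4 DNA-binding domain fused to ROR gamma, UAS-luciferase. Cmpd 1 hr RT → CuSO4 700 uM final → 20 hr RT → luciferase reagent 10 min → luminescence.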
* marks the source's active call; other numbers are inactive results; ? = inconclusive; nt = not tested or not shown; & = joins results of further samples; [ ] = remark or other dose. Unless noted, the call rests on the fitted dose curve; in most records, active means well fitted curve in the direction sought with a large enough effect; inconclusive means small, poorly fitted or top-dose-only effect, or another doubt; inactive means no such curve, though single readings can be large; an effect the other way counts as inactive or inconclusive. Not all compounds are listed. The share of hits here may be higher or lower than overall.

SMILES | uPA generation | Coupling enz | Rab9 promoter act | Tb PFK block | ELG1 genotox | NPC1 promoter act | KCNH2 3.1 block | FLuc modulator | Gal4-VP16 FLuc | Giardia kill | RORg inh
CCOC(=O)C(C)Oc1cc(C)cc2oc(=O)c3c(c12)CCCC3 (configuration not stated) | -24% | 0 | 1% | 4% | 5% | -3% | 2 | -9% | -6% | -2 | -1%
C=C1C(=O)O[C@@]23[C@H]1CC[C@@H](C)[C@@H]2CC[C@@]1(C)O[C@@H]31 | ? | nt | nt | 0% | -3% | nt | -21 | nt | nt | ? | nt
O=C(O)c1ccc(/C=C/c2nc3ccccc3c(=O)n2-c2ccc(Br)cc2)cc1 | -3% | 9 | 5% | 5% | -11% | -3% | 4 | ? | 30% | -17 | ?
Cc1ccc(CN2CCCC(C(=O)c3cccc(C(F)(F)F)c3)C2)o1 (configuration not stated) | 4% | 1 | 17% | -1% | -5% | -4% | 6 | 3% | -3% | 17 | 1%
COc1ccccc1-n1c(/C=C/c2ccccn2)nc2ccccc2c1=O | -8% | -2 | 1% | 1% | -8% | -3% | 6 | 2% | ? | -15 | -7%
CC1(C)C(C(=O)N2CCN(C(=O)c3ccccc3)CC2)C1(C)C | -4% | -2 | -3% | -2% | 1% | 0% | 2 | 1% | 1% | 3 | 1%
O=c1c2ccccc2nc(/C=C/c2ccc([N+](=O)[O-])o2)n1-c1ccc(O)cc1 | -16% | 1 | -45%[inhibitor] | 1% | -15% | -41%[inhibitor] | 12 | 4% | -18% | -85* | -44%
Cc1ccc([N+](=O)[O-])cc1 | 2% | nt | 0% | -3% | -2% | 1% | -9 | -1% | 0% | 1 | -14%
Cc1cc(C(=O)CS(=O)c2ccc(F)cc2)cc(C)c1OC(=O)N(C)C (configuration not stated) | -4% | 1 | 10% | -5% | 7% | 2% | 1 | ? | ? | -3 | -18%
COc1cc(N2C(=O)CC(=O)NC2=O)cc(OC)c1OC | -12% | -1 | 1% | 2% | -2% | -6% | -4 | -12% | 5% | 9 | -18%
CC(C)(C)N1C(=O)NC(=O)/C(=C\c2ccc3c(c2)CCN3CCCCl)C1=O | 2% | -1 | -1% | 24% | -2% | -5% | 0 | ? | -9% | 3 | 15%
Cc1ccccc1N1C(=O)NC(=O)/C(=C\c2cnn(-c3ccccc3)c2)C1=O | 1% | -2 | 0% | 15% | ? | 0% | -11 | -20% | ? | -7 | -8%
O=C1NC(=O)C(=CN2CCc3ccccc32)C(=O)N1 | -2% | -20 | 1% | 1% | -1% | 1% | -2 | -4% | -4% | 23 | -19%
CCC1(OC(=O)CN)C(=O)OCc2c1cc1n(c2=O)Cc2cc3ccccc3nc2-1 (configuration not stated) | -19% | -3 | -42%[inhibitor] | 11% | -12% | -19% | -11 | -5% | ? | 10 | ?
CN1CCN(c2ccc(/C=C3\C(=O)NC(=S)N(c4cccc(Br)c4)C3=O)o2)CC1 | -9% | -1 | -2% | 0% | ? | 6% | 3 | -10% | 1% | 7 | -2%
CCCCc1ccc2[nH]cc(CCN)c2c1 | -17% | 3 | 0% | 1% | -1% | 2% | -9 | 14% | 0% | -17 | 27%
COc1cccc(N2CCN(Cc3cccc(Cl)c3)CC2)c1 | nt | 2 | 1% | -5% | -3% | -9% | -7 | 0% | -7% | 6 | 12%
Cc1ccccc1N1C(=O)NC(=O)/C(=C\c2ccc3c(c2)CCCN3Cc2ccccc2)C1=O | -2% | 0 | -1% | -20% | 10% | 1% | 0 | ? | ? | 7 | 0%
Cc1nonc1-c1nc(-c2nonc2N)n[nH]1 | -3% | -2 | 2% | 1% | -4% | 4% | 12 | -18% | -2% | -10 | 3%[10 µM]
CC(=O)C1=NOC(CNc2ncc(C(F)(F)F)cc2Cl)C1 (configuration not stated) | 4% | 0 | ? | 1% | ? | 18% | -18 | 27µM* | -2% | -19 | ?
CC1=NN(Cc2c[nH]c3ccccc23)C(C)(C)C1 | 3% | 1 | -4% | 20% | -7% | -7% | 9 | 5% | 0%[10 µM] | -27 | -6%
COc1ccc(OC)c(N2C(=O)NC(=O)/C(=C/c3ccc([N+](=O)[O-])s3)C2=O)c1 | -3% | -33* | -9% | -3% | -9% | -4% | -6 | 17µM* | -3%[10 µM] | 8 | 26%
Cc1cccc(C)c1NC(=O)c1cccn(Cc2ccc3c(c2)OC(F)(F)O3)c1=O | -3% | 1 | -3% | -3% | -7% | -1% | -18 | 0% | -20% | -22 | -28%
COC1CC(OC2CCC3(C)C(CCC4C3CCC3(C)C(C5=CC(=O)OC5)C(OC(C)=O)CC43O)C2)OC(C)C1OC1OC(COC2OC(CO)C(O)C(O)C2O)C(O)C(O)C1O (configuration not stated) | nt | 1 | -42%[inhibitor] | 1% | -11% | -44%[inhibitor] | nt | -3% | -17% | nt | 0%
Cc1cccc(NC(N)=S)c1 | -7% | 2 | 0% | -9% | 0% | 1% | 11 | -2% | -2% | -16 | ?
COCCCn1c(N)c(C(=O)Nc2ccccc2)c2nc3ccccc3nc21 | 7% | -7 | 2% | 1% | 2% | -5% | -24 | 2% | -25% | 11 | -7%
O=C(Nc1ccccc1)OC1CN=C(N[N+](=O)[O-])NC1 (configuration not stated) | -4% | -2 | 1% | 2% | 0% | 6% | 11 | -1% | -6% | -1 | -21%
COc1cc2[nH]c(=O)n(-c3ccccc3)c(=O)c2cc1OC | 1% | 1 | 1% | 4% | 1% | -4% | -16 | 2%[2.3 µM] | 5% | 3 | -11%
O=c1c2ccccc2[nH]c(=S)n1-c1ccc2c(c1)OCCO2 | 5% | -1 | ? | 1% | 15% | ? | 9 | 11µM* | ? | 4 | ?
CC1(C)Cc2c(sc3c2C(=O)NC(c2cccnc2)N3)CO1 (configuration not stated) | nt | -5 | 1% | 0% | 4% | 10% | 16 | ? | -9% | 2 | 3%
CCOC(=O)c1[nH]ncc1CN1CCCC(C(=O)c2cccc(Cl)c2)C1 (configuration not stated) | -1% | 2 | 2% | -4% | 0% | -1% | -1 | -4% | -9% | 10 | 30%
CCc1ccc(OCC(=O)N2CCN(CC(=O)Nc3ccccc3Cl)CC2)cc1 | 0% | nt | 11% | -3% | -1% | -7% | ? | nt | nt | -20 | nt
CCOC(=O)c1c(C)[nH]c(C(=O)C(C)N2CCCC2)c1C (configuration not stated) | nt | -1 | -8% | 0% | 0% | -12% | -2 | -2% | 1% | 15 | -9%
CCOC(=O)c1sc(/N=C/c2c(O)n(-c3ccccc3)c(=O)[nH]c2=O)c(C#N)c1C | 3% | 3 | 5% | 2% | 15% | 4% | -5 | -11% | 13% | 0 | 11%
O=C(Oc1ccc2ccc(OC(=O)N3CCCCCC3)cc2c1)N1CCCCCC1 | 3% | 5 | 13% | 1% | ? | 15% | ? | 13µM* | ? | 9 | -4%
Cc1ccc(C)c(OCC(=O)N2CCN(Cc3ccc4c(c3)OCO4)CC2)c1 | 10% | 10 | -59%[inhibitor] | 2% | -1% | -47%[inhibitor] | -2 | -17% | 6% | 12 | -11%
CC[n+]1c(SC)ccc2cc(OC)ccc21 | -8% | 0 | -16% | 0% | 0% | 0% | 18 | -2% | -20% | 4 | 6%
CCOc1ccc(Cl)cc1CNCCc1ccccc1F | -1% | 1 | -6% | 1% | -3% | 1% | -15 | 4% | -13% | -13 | -27%
CN1CCN(CC#CCOc2ccc(Cl)cc2)CC1 | 13% | -1 | 10% | -16% | 4% | 2% | 22 | 2% | 7% | ? | 10%[1.91 µM]
COc1ccc(N2C(=O)NC(=O)/C(=C/c3ccc([N+](=O)[O-])s3)C2=O)cc1 | ? | -4 | -2% | -11% | 5% | 1% | 7 | ? | 3% | -5 | 12%
O=c1[nH]cnc2[nH]ncc12 | 5% | 3&-1 | ? | -4% | 4% | -2%[46.1 µM] | 2 | 0% | -7%&-4%&-2% | -21 | 0%&-8%&2%
CCc1ccccc1N1C(=O)NC(=O)/C(=C\c2cc(C)n(C)c2C)C1=O | -12% | 2 | -4% | 2% | 4% | 1% | -8 | -5% | 10% | 3 | -4%
